# Assay outcomes: PubChem BioAssay, National Center for Advancing Translational Sciences (NCATS)
# Nrf2 block – Nrf2 qHTS screen for inhibitors | A549 ARE-Fluc reporter, luciferase luminescence, 18-24 h | Potency, µM (top dose mostly 46 µM), inactives show top-dose activity change, negative = inhibition, hits mostly inhibitors | hit rate 2.1% among 360,000 | AID 504444, 2011; also: potency is read from the fitted curve at half-maximal effect; % is scaled to controls: 0 for no effect and ±100 for the full control effect; nearly all actives have a fitted effect of over 60% in size
#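 In this cell-based qHTS, ARE-driven firefly luciferase in A549 cells reports Nrf2 activity; the luminescent signal after BugLite lysis is the measured value, with a prior CellTiter-Fluor read for cell health.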
# A549 tox – Nrf2 qHTS screen for inhibitors: counterscreen for cytotoxicity; A549 ARE-Fluc cells, CellTiter-Fluor viability, 18-24 h; Potency, µM (highest dose often 46 µM), inactives show at the highest dose activity change, negative = cytotoxicity, most hits filed as inhibitors; hit rate 0.16% among 390,000; also: potency is read from the fitted curve at half-maximal effect; % is scaled to controls: 0 for no effect and ±100 for the full control effect
#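 Cytotoxicity counterscreen: CellTiter-Fluor fluorescence was measured in A549 ARE_Fluc cells after 18-24 h of compound exposure in a concentration series. The subsequent BugLite luminescent read reports ARE-luciferase activity.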
# IL2 activator – qHTS of IL-2 Activators. IL-2 activation reporter assay, cell-based qHTS; stimulated with anti-CD3/CD4/CD28 beads; in transgenic mouse T cells. activation, % (series mostly up to about 46 µM). hit rate 0.065% among 360,000. AID 652025, 2013; in the data active = activation above about 50%; inconclusive = mostly about 30% to 49%; also: 0% is about no effect
#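 Unstimulated transgenic mouse T cells preincubated 60 min with compound, then stimulated with anti-CD3/anti-CD4-coated beads plus anti-CD28 for 18 h at 37 degrees C. IL-2 response read as EGFP and DsRed fluorescence by plate cytometry.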
# ATXN2 expr inh – Primary qHTS for Inhibitors of ATXN expression | HEK-293 ATXN2-luciferase reporter, luminescence, 24 h | Potency, µM (top dose mostly 57 µM), inactives show at the top dose activity change, negative = inhibition, hits mostly inhibitors | hit rate 0.72% among 360,000 | AID 1745845, 2022; also: potency is read from the fitted curve at half-maximal effect; % is scaled to controls: 0 for no effect and ±100 for the full control effect; nearly all actives have a fitted effect of over 55% in size
#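 qHTS (up to 57 uM final) was run with 24 h compound exposure of reporter cells at 37 °C. Each well was multiplexed: SteadyGlo luminescence measured ATXN2-luciferase expression after a fluorogenic Gly-Phe-AFC viability readout (25 uM final).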
# S2 tox – Viability Counterscreen for Primary qHTS for Inhibitors of ATXN expression; S2 cells (HEK-293 line with an ATXN2-luciferase reporter) viability, CellTiter-Fluor protease fluorescence, 24 h; Potency, µM (top dose mostly 56.7 µM), hits mostly cytotoxic; AID 651635, 2014; hit rate 0.49% among 400,000; also: potency is read from the fitted curve at half-maximal effect; nearly all actives have a fitted effect of over 40% in size
# HepG2 viability – qHTS for Inhibitors of TGF-b: Cytotox Counterscreen | Potency, µM (series often up to 46.1 µM), for inactives: at the top dose activity change, negative = cytotoxicity, most hits filed as cytotoxic | hit rate 0.76% among 410,000 | HepG2 CAGA-GFP viability, ATP luminescence, 18 h | AID 588856, 2011; also: potency is read from the fitted curve at half-maximal effect; some results filed as inactive show a strong effect at the top dose
#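 HepG2 CAGA-GFP cells (1000/well, DMEM with 1% FBS) received compound, then TGF-beta at 500 pg/mL final, and were incubated 18 hours at 37 degrees C. Viability was read by CellTiter-Glo luminescence. Media-only wells were set as complete cell-killing and DMSO as no toxicity.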
# Nrf2 ARE act – qHTS of Nrf2 Activators; AREc32 ARE-luciferase reporter (MCF7-derived line), luminescence, 24 h; Potency, µM (highest dose often 46.1 µM), for the others: at the highest dose activation, actives largely listed as activators; hit rate 0.31% among 410,000; also: potency is read from the fitted curve at half-maximal effect; % of control where 0% means no effect; nearly all actives have a fitted effect of over 65% in size
#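 Each well held 1000 AREc32 cells, which were incubated with compound for 24 hr at 37 deg C after overnight attachment, and ARE reporter activity was quantified by firefly luciferase luminescence.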
# EPAC2 agonist – qHTS for Agonist of cAMP-regulated guanine nucleotide exchange factor 4 (EPAC2): primary screen. Rap guanine nucleotide exchange factor 4 (Homo sapiens), Q8WZA2. EPAC2 activation, biochemical qHTS; response scale: 100% = 6.5 mM cAMP response. hit rate 0.079% among 360,000. Potency, µM (doses to about 154 µM), for the others: at the highest dose activation, actives largely listed as activators; also: potency is read from the fitted curve at half-maximal effect; nearly all actives have a fitted effect of over 50% in size
# Target sequence (Q8WZA2 whole entry, looked up): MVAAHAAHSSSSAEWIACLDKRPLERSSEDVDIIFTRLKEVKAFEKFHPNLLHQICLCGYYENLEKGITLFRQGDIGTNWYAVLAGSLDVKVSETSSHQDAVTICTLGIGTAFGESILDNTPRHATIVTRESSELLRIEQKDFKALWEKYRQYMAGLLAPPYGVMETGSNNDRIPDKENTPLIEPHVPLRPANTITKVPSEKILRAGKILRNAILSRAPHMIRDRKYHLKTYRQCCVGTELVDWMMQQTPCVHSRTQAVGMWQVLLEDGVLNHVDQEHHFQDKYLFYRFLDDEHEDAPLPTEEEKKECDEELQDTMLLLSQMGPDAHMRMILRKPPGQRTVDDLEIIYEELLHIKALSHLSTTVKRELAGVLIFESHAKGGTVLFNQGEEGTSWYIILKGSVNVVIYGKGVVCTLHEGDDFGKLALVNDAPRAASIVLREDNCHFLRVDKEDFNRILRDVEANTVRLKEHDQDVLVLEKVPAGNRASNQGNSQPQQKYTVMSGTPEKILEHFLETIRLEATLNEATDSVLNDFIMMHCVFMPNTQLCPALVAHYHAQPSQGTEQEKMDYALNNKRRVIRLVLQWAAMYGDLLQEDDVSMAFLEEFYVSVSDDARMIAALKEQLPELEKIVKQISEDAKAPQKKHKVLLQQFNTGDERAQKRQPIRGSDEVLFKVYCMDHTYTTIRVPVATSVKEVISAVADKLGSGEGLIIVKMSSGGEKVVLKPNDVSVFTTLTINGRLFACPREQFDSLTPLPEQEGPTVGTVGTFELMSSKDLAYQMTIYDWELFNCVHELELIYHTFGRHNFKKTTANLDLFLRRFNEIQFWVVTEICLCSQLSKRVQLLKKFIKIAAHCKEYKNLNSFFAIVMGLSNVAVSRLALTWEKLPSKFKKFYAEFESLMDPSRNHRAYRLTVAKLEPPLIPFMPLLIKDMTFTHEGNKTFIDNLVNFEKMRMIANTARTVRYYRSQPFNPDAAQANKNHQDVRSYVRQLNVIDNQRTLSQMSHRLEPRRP
#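 EPAC2 (100 nM) mixed with Rap1B loaded with BODIPY-GDP (250 nM) plus 50 uM unlabeled GDP; compounds pinned in, 5 min RT, then read every 5 min for 30 min (ex 480, em 540 nm). Normalized to cAMP control.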
# TGFb inhibitor – qHTS for Inhibitors of TGF-b. AID 588855, 2011. Potency, µM (highest dose often 46.1 µM), for inactives: at the top dose activity, negative = inhibition, actives largely listed as inhibitors. hit rate 1.2% among 410,000. HepG2 CAGA-GFP TGF-b/SMAD3 reporter, GFP fluorescence, 18 h; TGF-beta stimulated, 500 pg/mL final; also: potency is read from the fitted curve at half-maximal effect; % is scaled to controls: 0 for no effect and ±100 for the full control effect; nearly all actives have a fitted effect of over 65% in size
#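 Using HEPG2 CAGA-GFP reporter cells at 1000 cells/well, we pinned test compounds, stimulated with recombinant TGF-beta (500 pg/mL final) and measured total well GFP after 18 h.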
# * = called active by the depositor; i = inactive; ? = inconclusive; . = no result given; & = joins results of further samples; [ ] = another dose, or the depositor's remark. Unless noted, calls follow the shape of the dose curve; as a rule, active = well fitted curve in the direction sought with a large enough effect; inconclusive = small, poorly fitted or top-dose-only effect, or another doubt; inactive = no such curve, though single readings can be large; an effect the other way counts as inactive or inconclusive.
SMILES,Nrf2 block,A549 tox,IL2 activator,ATXN2 expr inh,S2 tox,HepG2 viability,Nrf2 ARE act,EPAC2 agonist,TGFb inhibitor
CC(C)(C)OC(=O)C[C@H]1C/C=C\C[C@@H](CC(=O)NCCO)C(=O)N[C@H](Cc2ccccc2)COC1=O,8.5%,2.7%,-0.4,10.6%,i,-4.4%,0.4%,0.1%,-15.8%
COc1cccc(OCC(=O)Nc2ccccc2C(N)=O)c1,-12.3%,10.9%,-1.0,23.5%,i,-3.7%,-0.2%,4.5%,-8.6%
COc1ccc(NC(=O)c2c(F)c(F)c(F)c(F)c2F)cc1Cl,8.6%,-11.7%,-1.5,?,i,-15.3%,3.5%,2.0%,14.7%
COc1ccc(C(=O)Nc2ccc(N3CCN(Cc4ccccc4)CC3)cc2)cc1,2.2%,-4.6%,-2.2,-10.0%,?,-0.2%,-0.7%,7.5%,-2.1%
O=C(/C=C/c1cccc(Cl)c1)Nc1ccncc1,-17.6%,-11.1%,-1.8,12.9%,i,-30.3%,7.0%,0.8%,-16.3%
O=C(NCCN1CCN(Cc2ccccc2)CC1)C1CC(=O)N(C2CCCC2)C1 (stereo not drawn),1.6%,2.6%,-1.5,-13.3%,i,2.5%,0.2%,7.8%,-3.4%
CCn1c(SCC(N)=O)nc2sc3c(c2c1=O)CCN(C)C3,12.7%,2.5%,-2.0,2.2%,i,2.9%,0.4%,0.0%,6.2%
O=C(O)c1cccc(N2C(=O)c3cc([N+](=O)[O-])cc4cc([N+](=O)[O-])cc(c34)C2=O)c1,?,0.4%,1.2,?,?,2.6%,2.2%,7.2%,-11.5%
CN1OC[C@@H]2CN(C(=O)CCc3ccccc3)[C@H](c3cccc(N4CCOCC4)c3)C[C@@H]21,-2.5%,-4.4%,1.4,8.4%,i,0.1%,0.6%,5.2%,-1.4%
O=C(NCc1cccnc1)c1cn(-c2ccccc2)nc1-c1cccs1,9.9%,-1.1%,0.1,61.1%[activator],i,-12.3%,3.5%,21.3%,-1.7%
COc1ccc(CCNC(=O)COc2cc(C)cc3oc(=O)cc(C)c23)cc1OC,10.9%,0.0%,-1.1,2.9%,i,1.8%,-1.0%,5.2%,-3.9%
c1ccc(Nc2cccc(Nc3ccccc3)n2)cc1,12.3%,-8.7%,-2.3,16.6%,i,-28.9%,5.0%,8.5%,-23.2%
CC(C)(O)C(=O)N/N=C\c1ccc(OC/C=C/c2ccccc2)cc1,5.8%,-1.6%,0.9,7.8%,i,-1.5%,0.2%,-11.1%,-7.7%
COc1cc(C(=O)NCCc2nc3ccccc3n2C)cc(OC)c1OC,-13.9%,2.6%,-0.9,5.0%,i,1.3%,0.2%,10.0%,13.4%
CCc1nc(N2CCN(C(C)=O)CC2)c2c3c(sc2n1)CCCC3,-20.2%,-2.6%,0.6,.,i,-32.7%,0.5%,-0.5%,-24.2%
Cn1c(=O)n(-c2ccccc2)c(=O)c2c3c(sc21)COC(C)(C)C3,.,1.8%,-2.5,0.7%,i,2.6%,-0.2%,0.5%,10.0%
Cc1oc(-c2cccc3ccccc23)nc1CN1CCC[C@H]1CO,?,-0.9%,0.7,-21.7%,i,-19.8%,0.3%,-3.7%,-6.0%
COc1cc2c(cc1OC)CN(Cc1cc(=O)oc3c(C)c(C)ccc13)CC2,?,-7.3%,-3.1,?,.,-13.5%,5.5%,0.3%,-20.5%
COc1ccc(C(=O)NCCCN2CCOCC2)cc1S(=O)(=O)N1CCCc2ccccc21,1.2%,7.0%,-1.6,-12.5%,i,-3.8%,0.0%,-1.9%,-6.0%
O=C(NCc1ccc2c(c1)OCO2)c1cc2c(s1)CSC2,0.7%,0.1%,-0.6,2.4%,i,-63.5%,-0.1%,7.6%,-6.3%
O=C(CCc1c[nH]c2ccccc12)N1CCN(S(=O)(=O)c2ccc(F)cc2)CC1,-24.6%,0.1%,-1.7,-6.1%,i,-0.5%,0.3%,8.2%,2.7%
CC(=O)c1ccc(N2CCN(C(=O)c3ccc4c(c3)OCO4)CC2)cc1,-27.0%,0.0%,0.2,4.4%,i,-3.7%,0.4%,9.9%,-0.7%
CCc1nn2c(-c3ccccc3OC)ccnc2c1-c1ccccc1,?,11.0%,.,-21.1%,i,-22.1%,6.3%,.,0.0%
CC(C(=O)N1CCCc2ccccc21)N1CCN(c2ccccn2)CC1 (stereo not drawn),-8.2%,7.0%,-0.7,-8.1%,i,-8.1%,-0.2%,12.5%,-2.2%
Cc1ccc(S(=O)(=O)N2CCC[C@H]2C(=O)NCc2ccccc2Cl)cc1,-12.7%,8.5%,-1.6,-12.8%,i,1.7%,0.3%,6.8%,-18.6%

# The final two compounds of the section above open the next one.
SMILES,Nrf2 block,A549 tox,IL2 activator,ATXN2 expr inh,S2 tox,HepG2 viability,Nrf2 ARE act,EPAC2 agonist,TGFb inhibitor
CC(C(=O)N1CCCc2ccccc21)N1CCN(c2ccccn2)CC1 (stereo not drawn),-8.2%,7.0%,-0.7,-8.1%,i,-8.1%,-0.2%,12.5%,-2.2%
Cc1ccc(S(=O)(=O)N2CCC[C@H]2C(=O)NCc2ccccc2Cl)cc1,-12.7%,8.5%,-1.6,-12.8%,i,1.7%,0.3%,6.8%,-18.6%
CCN1CCCC1CNCC(O)COc1ccc(C(C)(C)C)cc1C (stereo not drawn),7.8%,1.6%,-3.9,1.7%,i,-1.2%,-0.5%,5.8%,-2.6%
COc1ccc(S(=O)(=O)N2CCC(C(=O)Nc3nnc(CCN4CCCCC4)s3)CC2)cc1,0.6%,2.2%,-2.6,-7.8%,i,-21.2%,-0.4%,3.1%,-5.5%
O=Cc1ccc(-c2cccc([N+](=O)[O-])c2)o1,-13.9%,-0.8%,-6.4,-14.0%,i,4.8%,-0.8%,1.3%,25.2%
CCN(CCO)Cc1csc2ccc(Br)cc12,21.2%,-2.4%,0.2,-8.6%,i,-0.6%,0.1%,-0.3%,36.9%[activator]
O=C(NNC(=O)C1CCCO1)c1ccc([N+](=O)[O-])cc1 (stereo not drawn),-14.5%,11.8%,-3.6,-10.8%,i,-4.3%,-0.4%,1.8%,11.5%
O=C(Nc1ccc(C(=O)N2CCCC2)cc1)c1cc(F)c(F)cc1Cl,.,.,-1.9,.,i,-33.6%,1.0%,4.1%,-1.7%
COc1cccc(NC(=O)CN(C)CC(=O)Nc2ccc(C)cc2Cl)c1,?,-3.0%,-2.3,36.7%,i,18.1%,0.1%,-1.4%,-13.8%
O=c1c2ccccc2nc(-c2ccc(Cl)cc2)n1C1CCS(=O)(=O)C1 (stereo not drawn),-8.4%,-10.6%,-0.4,15.5%,i,-2.5%,3.0%,-7.5%,3.0%
Clc1ccc(-c2c[n+](Cc3cccc(Cl)c3)c3n2CCC3)cc1,14.1%,-9.0%,-0.8,-8.6%,i,-6.1%,-0.1%,-18.8%,-28.6%
Cc1cccc(C)c1NC(=O)CNC(=O)Cn1nc(C)c(C)c(C#N)c1=O,3.5%,-22.0%,0.9,2.6%,i,-36.8%,0.2%,0.8%,5.5%
CCC(c1nnnn1C1CCCCC1)N1CCN(C2CCCC2)CC1 (stereo not drawn),.,-9.5%,-0.4,-14.3%,?,-0.8%,3.1%,-2.7%,-21.6%
CCN(CC)S(=O)(=O)C1CCS(=O)(=O)C1 (stereo not drawn),-1.4%,0.6%,-1.3,11.3%,i,2.8%,-0.5%,-1.4%,23.5%
Cc1cccc(C(=O)N2CCC(c3nc4ccccc4s3)CC2)c1,?,3.2%,-0.3,.,i,-18.6%,3.1%,0.3%,?
Cc1c(NC(=O)COC(=O)c2ccc(Cl)nc2)c(=O)n(-c2ccccc2)n1C,-1.2%,1.4%,0.9,24.4%,i,4.0%,-0.4%,9.0%,8.5%
COc1ccc(/C=C/C(=O)c2ccc(C(=O)/C=C/c3ccc(OC)c(OC)c3)cc2)cc1OC,?,0.1%,0.7,?,i,-18.9%,3.4%,0.0%,-19.1%
Cn1c(C(C#N)/C(=N\S(=O)(=O)c2cccs2)c2ccccc2)nc2ccccc21 (stereo not drawn),-15.5%,0.0%,-2.7,-7.5%,i,-8.5%,-0.6%,14.1%,0.0%
O=C(O)C1CCc2nc(NCc3ccccc3)nc(NCc3ccccc3)c2C1 (stereo not drawn),24.9%,0.8%,-0.5,4.7%,i,-2.7%,0.3%,5.5%,-5.8%
COCCNS(=O)(=O)c1cccc2cccnc12,-1.3%,-1.6%,0.1,-0.3%,i,3.4%,-0.2%,5.6%,-19.8%
CCC(C)NC(=O)c1cnn(-c2cccc(F)c2)c1-n1cccc1 (stereo not drawn),26.2%,6.0%,.,.,.,-30.8%,0.4%,.,-14.3%
C[C@H](CCC(=O)O)[C@H]1CC[C@H]2[C@@H]3[C@H](O)C[C@@H]4C[C@H](O)CC[C@]4(C)[C@H]3C[C@H](O)[C@]12C,9.1%&10.0%&2.5%,-1.0%&0.4%&-1.2%,1.9&1.2&0.1,0.5%&6.0%&7.4%,i,-31.7%&-1.0%&1.7%,-0.9%&-0.4%&0.2%,-4.7%&-0.8%&8.0%,-28.5%&-5.2%&16.3%
Cc1ccccc1-c1nc2c(s1)CCc1onc(-c3ccc(Cl)cc3)c1-2,-2.1%,2.4%,1.0,7.7%,i,-13.7%,0.5%,15.5%,1.2%
CCC(C)(C)NC(=O)C(c1ccccn1)N(C(=O)c1csnn1)c1ccc(C)c(C)c1 (stereo not drawn),-14.3%,5.2%,-0.3,-19.8%,i,-47.1%,-0.8%,2.5%,?
